Bioassay records: PubChem, several laboratories
aDG glyco up: alpha-DG glycosylation activation. Pro5-aDG cells, alpha-DG glycosylation AlphaScreen (IIH6); 0% Pro5, 100% B10-LARGE cell signal. activation, % at 10 µM. 360,000 compounds, 0.22% hits. AID 624168;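 active means activation of at least 8% versus controls, or a plate z-score of at least 8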;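 further: Pro5 are CHO cells carrying HIG-tagged alpha-DG that lacks glycosylation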
NOD2 RIPK2 PPI: inhibitors of human NOD2-RIPK2 interaction | O43353 | CHO BLA complementation NOD2-RIPK2, CCF4 ratio | inhibition, % at 4.98 µM | 360,000 compounds, 0.38% hits | AID 624267; in the data active means inhibition above about 21%;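 further: 0% = vehicle only and 100% = reference blocker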
Vif inh: HIV Vif inhibition; HEK293T cells, Vif self-association by quenched fluorescence, imaging, 24 h; 340,000 compounds, 0.35% hits; inhibition, % at 7.49 µM; in the data active means inhibition above about 50%, passing the limit was not always enough; further: some results filed as inactive read as strong as hits
ABCB6 inh MLPCN: human ABCB6 transporter inhibition; K562-ABCB6 porphyrin accumulation, flow cytometry, 1 h; hits give low values; Q9NP58; fluorescence ratio to DMSO, % at 10 µM; AID 602162; 360,000 compounds, 0.19% hits;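 active means fluorescence ratio to DMSO below 75%, the collection mean minus 3 SD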;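 further: signal is porphyrin accumulated inside mitochondria; 100% equals median channel fluorescence of DMSO control wells; lower ratio means ABCB6 inhibition with less porphyrin fluorescence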
TLR9-MyD88 inh: inhibitors of human TLR9-MyD88 binding. inhibition, % at 4.98 µM. CHO BLA complementation TLR9-MyD88, CCF4 FRET ratio. 340,000 compounds, 0.21% hits. Q9NR96+Q99836. AID 504734;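 active means inhibition above the mean over all tested compounds plus 3 SD, cut at about 21% in these data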;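 further: 0% = DMSO only wells and 100% = clavulanate BLA inhibitor control wells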
Glyco luc inh: N-linked glycosylation inhibition; D54 ERlucT glycosylation luciferase reporter, 24 h; percent of 100 nM tunicamycin response; reporter increase, % at 12.5 µM; 360,000 compounds, 0.23% hits;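 active means mean luciferase reporter signal, scaled so untreated is 0 and the glycosylation-blocking control 100, at or above a set limit in every replicate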;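 further: luciferase carries N-glycosylation sites so blocking glycosylation raises the light; 0% = median of neutral control wells and 100% = median of 100 nM tunicamycin wells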
MC4R antag cAMP: blocks human MC4R cAMP signaling; P32245; MC4R-expressing cells, MTII-stimulated cAMP, LANCE TR-FRET; inhibition, % at 6.5 µM; 360,000 compounds, 0.48% hits; AID 540295;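 active means inhibition above its plate's cutoff, the mean of tested wells on that plate plus 3 SD, cut at about 29% in these data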;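 further: 0% = Melanotan II alone and 100% = Melanotan II plus saturating MCL0020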
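system = U2OS cells with stable human MC4R expression | also added = Melanotan II challenge after compound preincubation | dosing = one concentration, 6.5 µM nominal | incubation = compound 30 min, challenge 1 h, detection 1 h | measured by = TR-FRET with Eu-cAMP and labeled anti-cAMP, 671 nm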
Exocytosis inh: lytic granule exocytosis inhibition; inhibition, % at 10 µM; TALL-104 LAMP-1 surface exposure, flow cytometry; cells stimulated with thapsigargin and PMA; 360,000 compounds, 0.66% hits; AID 651702;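 active means inhibition above about 55%, limit read from the data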
MC4R ag barr: human MC4R agonism via beta-arrestin. 360,000 compounds, 0.98% hits. U2OS MC4R beta-arrestin complementation, luminescence; percent of melanotan II response, DMSO zero. AID 540308. activation, % at 8.9 µM;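 active means activation above a per-plate cutoff, the mean activation of sample wells on that plate plus 3 SD, cut at about 8% in these data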
ABHD5-PLIN5 inh: blocks binding of human ABHD5 to perilipin-5. Q00G26+Q8WTS1. Split G. princeps luciferase complementation, luminescence, 4 h. inhibition, % at 4 µM. 360,000 compounds, 0.78% hits;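 active means inhibition above the mean inhibition across every tested compound plus 3 SD, cut at about 22% in these data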;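 further: 0% = DMSO only wells and the 100% control is not disclosed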
Target sequence (Q00G26 whole entry, looked up): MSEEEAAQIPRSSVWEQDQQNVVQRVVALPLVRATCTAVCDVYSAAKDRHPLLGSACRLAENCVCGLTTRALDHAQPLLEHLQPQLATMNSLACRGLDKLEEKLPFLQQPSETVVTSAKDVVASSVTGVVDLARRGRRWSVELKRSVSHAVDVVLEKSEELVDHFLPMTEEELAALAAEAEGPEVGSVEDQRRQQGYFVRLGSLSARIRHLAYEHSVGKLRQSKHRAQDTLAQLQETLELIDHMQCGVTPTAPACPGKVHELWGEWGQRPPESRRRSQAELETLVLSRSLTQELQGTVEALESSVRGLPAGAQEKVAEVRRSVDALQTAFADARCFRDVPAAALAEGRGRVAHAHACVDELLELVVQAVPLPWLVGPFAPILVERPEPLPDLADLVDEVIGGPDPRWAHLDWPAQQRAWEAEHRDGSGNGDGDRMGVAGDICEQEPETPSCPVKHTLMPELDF
Target sequence (Q8WTS1 whole entry, looked up): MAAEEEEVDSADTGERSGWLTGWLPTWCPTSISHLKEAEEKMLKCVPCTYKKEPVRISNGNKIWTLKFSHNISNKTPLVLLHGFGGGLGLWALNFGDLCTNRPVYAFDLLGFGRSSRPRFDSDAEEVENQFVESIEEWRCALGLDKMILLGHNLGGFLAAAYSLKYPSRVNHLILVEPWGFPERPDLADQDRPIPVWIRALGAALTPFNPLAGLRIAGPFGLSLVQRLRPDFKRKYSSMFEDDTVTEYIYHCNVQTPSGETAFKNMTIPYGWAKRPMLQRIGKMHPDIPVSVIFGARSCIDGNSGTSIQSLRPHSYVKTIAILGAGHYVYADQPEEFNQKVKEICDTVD
Numbers without * were called inactive; x = no result given. A portion of the library, so the mix of outcomes need not match the whole.

no.	aDG glyco up	NOD2 RIPK2 PPI	Vif inh	ABCB6 inh MLPCN	molecule	TLR9-MyD88 inh	Glyco luc inh	MC4R antag cAMP	Exocytosis inh	MC4R ag barr	ABHD5-PLIN5 inh
1	0.2	-9	-7	98	COc1ccccc1S(=O)(=O)c1ccccc1[N+](=O)[O-]	-3	1	1	-4	-0.1	-2
2	-0.3	1	-1	86	CCC(CO)n1c(SCc2cc(=O)oc3cc(C)ccc23)nc2ccccc2c1=O (stereo not given)	-3	0	-19	3	1.4	0
3	0.1	-3	22	99	COC(=O)c1cn(NC(=O)Cc2c(F)cccc2Cl)c(=O)c2ccccc12	-5	0	9	-2	2.3	-1
4	-0.3	9	2	95	CC1=NN(C(=O)Cn2nc([N+](=O)[O-])cc2C)C(O)(C(F)(F)F)C1 (stereo not given)	18	2	8	9	-1.8	2
5	0.0	-3	x	x	CC(=O)N1CCN(C(C(=O)Nc2c(C)cccc2C)c2ccccc2OC(F)(F)F)CC1 (stereo not given)	x	x	x	-8	x	5
6	0.1	4	x	94	COC(=O)CCC(=O)OC1(C)C(=O)C=C2C=C3CCCN3C=C2C1=O (stereo not given)	1	0	-4	-5	-1.9	-6
7	4.7	-8	4	107	O=C1C=C(C2CCCCC2)C(=O)c2ccccc21	-3	-3	-10	12	2.0	-4
8	-0.1	-3	-2	97	CC(C)(C)/C(O)=C(/C#N)c1nc2ccccc2[nH]1	-2	-1	8	2	1.2	-2
9	0.0	-2	3	91	COC(=O)CCC/C=C1/SCC(NC(=O)c2ccccc2)C1=O (stereo not given)	-9	5	-17	1	-4.8	2
10	0.1	-6	-9	99	C=CCS/C(=N\n1cnc2ccccc2c1=O)N(CC)CC	-4	-2	5	-3	-2.4	1
11	-0.2	-8	2	98	O=C1CC(c2ccccc2)=NN1c1ccccc1	-5	-1	4	25	-1.7	-4
12	-0.2	-6	-3	107	CCOC(=O)c1cccc(NC(=O)CCNS(=O)(=O)c2ccc3c(c2)CCN3C(=O)CC)c1	-3	1	2	1	-1.1	1
13	-0.1	0	3	98	COc1cccc(S(=O)(=O)c2nc(C)c3c(n2)CCC3)c1	-7	1	-4	2	-2.4	0
14	0.1	-1	-8	93	Nc1nc(SCC(=O)Nc2ccccc2Oc2ccccc2)n[nH]1	9	3	6	0	1.3	0
15	-0.1	5	0	98	CC1(C)CC(=O)CC(C)(C)N1OC(=O)c1ccncc1	-6	3	2	3	-0.5	-1
16	0.5	1	2	95	N#Cc1c2c(c(Nc3ccc(O)cc3)n3c1nc1ccccc13)CCC2	-2	1	-6	-1	1.9	4
17	0.2	5	x	102	COCCNC(=O)c1onc(CSc2ccccn2)c1C(=O)NCCOC	-2	2	11	6	-2.9	-1
18	-0.1	5	0	101	Cc1ccc(-n2c(Cc3cccn3C)nnc2SCC(=O)NCc2ccco2)cc1	7	0	5	-1	0.7	6
19	-0.2	-7	3	98	O=C(CCC(=O)OCC(=O)c1cccc([N+](=O)[O-])c1)Nc1cccc(Cl)c1Cl	2	1	1	-4	0.4	-4
20	-0.1	1	-3	102	CCOc1ccc(/C=C2\SC(=S)N(CCC(=O)Nc3ccc(C(=O)O)cc3)C2=O)cc1	-8	0	-9	9	-0.2	3
21	0.2	4	x	98	CSCCC(NC(=O)c1ccccc1Cl)C(=O)NCCOc1ccc(C)cc1 (stereo not given)	-4	3	2	-4	-0.8	2
22	-0.1	2	5	143	CCN1C(=O)C2(C(C#N)=C(N)Oc3cc(C)oc(=O)c32)c2ccccc21 (stereo not given)	-2	3	9	2	-0.2	-3
23	0.2	0	0	106	COc1ccc(CN2C(=O)CNC2=S)cc1	4	2	22	-4	-0.9	-4
24	0.3	-17	4	98	CC(=O)Oc1ccc(C(=O)NCCc2ccccc2)cc1	4	-13	-11	0	0.7	7
25	-0.1	0	-1	93	COc1cccc(-n2ccnc2SCC(=O)Nc2ccccc2F)c1	0	0	2	3	-1.4	-7
26	0.1	-11	x	106	C=CC(O)Cc1c(C)n[nH]c1C (stereo not given)	-1	2	5	-1	-0.8	-3
27	0.1	2	-6	94	Cc1ccc(NC(=O)c2cccs2)cc1[N+](=O)[O-]	1	0	-3	1	-2.5	-2
28	0.7	-2	4	95	COCCNc1nc(NCc2ccc(NC(C)=O)cc2)c2sc(-c3ccccc3)cc2n1	x	-4	3	44	7.5	12
29	0.4	-2	15	100	Cc1ccc(S(=O)(=O)CCC(=O)Nc2cc(Cl)ccc2-n2cncn2)cc1	1	0	-3	0	-0.8	-1
30	0.2	-1	-3	89	Nc1nn(-c2cccc(F)n2)cc1-c1ccccc1	-6	-10	-5	-3	-1.1	-4
31	0.1	1	1	93	CCCCCSc1nnc(N)s1	9	0	2	6	-1.1	-1
32	0.1	5	x	97	CC(C)CCN(CC(=O)NCc1ccc(F)cc1)S(=O)(=O)c1ccccc1F	3	-3	-2	48	1.2	-10
33	0.1	-6	-4	94	CCC(=O)N1CCN(c2cc(N3CCCC3)c(F)cc2[N+](=O)[O-])CC1	5	-2	5	4	-2.9	2
34	-0.3	-1	-8	100	COc1ccc(C2CC(=O)N(C)c3ccccc3S2)cc1OC (stereo not given)	4	16	15	2	-0.3	-8
35	1.4	9	-5	99	O=C(O)C1C2C=CC(CC2)C1C(=O)O (stereo not given)	3	4	0	-4	2.2	-10
36	0.1	-6	1	91	C(COC1CC2CC1C1C2CC2OC21)OC1CC2CC1C1C2CC2OC21 (stereo not given)	-9	-3	1	-2	-0.2	-12
37	0.0	2	9	101	CCN(CC)C(=S)SCC(=O)c1ccccc1	-7	-7	0	-2	-2.9	-3
38	-0.1	0	0	86	N#Cc1ccccc1OCC(=O)OCC(=O)c1ccc2c(c1)NC(=O)CO2	3	2	4	-2	-0.8	-2
39	-0.3	-9	-11	95	COc1ccc(N(CC(=O)NCCSc2ccccc2)S(=O)(=O)c2ccccc2)c(OC)c1	-10	-6	11	-2	0.7	-5
40	-0.1	-1	-4	94	O=C1N(CN2CCOCC2)c2ccccc2C12OCC(CCl)O2 (stereo not given)	-4	2	14	-6	-0.2	-2
41	0.4	-3	1	97	O=C(Cc1ccccc1)N/N=C/c1ccccc1Cl	-10	0	-1	2	-0.9	-1
42	0.0	3	0	97	O=C(CCCCl)Nc1c2c(nn1-c1ccccc1)CSC2	3	1	-4	0	-2.2	0
43	0.1	-5	8	85	COc1cccc(CNC(=O)c2c(C)nn(-c3ccccc3)c2C)c1	2	-2	2	-10	0.0	-3
44	-0.2	-7	-2	101	O=C(COC(=O)Cc1n[nH]c(=O)c2ccccc12)NNC(=O)c1ccc(Br)cc1	-10	4	17	8	-0.5	-1
45	0.3	-6	11	103	COC(=O)c1ccc(Oc2nc(N(C)C)nc(N3CCOCC3)n2)cc1	5	1	20	-2	0.7	-2
46	-0.6	2	1	103	Cc1cc2cc(CNC(=S)NCc3ccccc3)ccc2n1C	-4	-3	5	4	-3.6	8
47	0.1	3	3	106	CC(Oc1ccc(Cl)cc1Cl)c1ccn[nH]1 (stereo not given)	3	-1	9	-4	-2.2	-2
48	0.0	2	2	100	COc1cc(C(=O)Nc2ccccc2SCc2cc(=O)n3nc(C)sc3n2)cc(OC)c1OC	2	2	9	4	-3.5	-2
49	-0.2	-9	3	102	COc1ccccc1N1CCN(C(=O)c2ccccc2NC(=O)C2CCCCC2C(=O)O)CC1 (stereo not given)	1	-1	-4	1	-1.1	4
50	0.0	-3	4	98	Cc1cc(C(=O)NC2CCCCC2)on1	-1	1	16	1	-0.3	0
51	0.4	22*	21	103	Cc1cc(-c2ccco2)c(C#N)c2nc3ccccc3n12	5	13	-4	-9	2.5	-7
52	-0.1	2	4	102	Cc1ccccc1-n1c(SCC(=O)c2cc(C)n(C)c2C)nnc1-c1cccnc1	4	-1	7	4	-3.1	0
53	1.4	-10	-9	98	CC(=O)N/C(=C/c1ccccc1)c1ccccc1	7	2	7	-3	0.6	0
54	0.2	1	x	102	Cc1cc(C(=O)NC2CC(C)(C)Cc3c2cnn3-c2cccc(F)c2)n(C)n1 (stereo not given)	-15	x	2	8	-4.1	-5
55	-0.1	1	-2	92	CN(C(=O)c1cncc(Br)c1)c1c(N)n(Cc2ccccc2)c(=O)[nH]c1=O	-2	1	7	16	-3.1	4
56	-0.1	-1	-3	97	CN1c2ccccc2C(=O)/C(=C\Nc2ccc(F)cc2F)S1(=O)=O	4	-2	4	0	-1.6	-1
57	0.1	-5	13	98	Cc1ccc(N2CC(C(=O)Nc3ccccn3)CC2=O)cc1 (stereo not given)	1	4	13	1	0.1	3
58	0.1	-9	2	87	COc1ccc(CCNC(=O)C2CCCN(Cc3nc(-c4ccccc4C)oc3C)C2)cc1OC (stereo not given)	-5	-3	-1	-1	-1.2	2
59	0.1	-1	9	99	Cc1csc(NC(=O)c2c(-c3c(Cl)cccc3Cl)noc2C)n1	-3	-3	1	-4	-2.3	-4

Laid out differently: entries from further up.
cpd | aDG glyco up | NOD2 RIPK2 PPI | Vif inh | ABCB6 inh MLPCN | TLR9-MyD88 inh | Glyco luc inh | MC4R antag cAMP | Exocytosis inh | MC4R ag barr | ABHD5-PLIN5 inh | Compound
56 | -0.1 | -1 | -3 | 97 | 4 | -2 | 4 | 0 | -1.6 | -1 | CN1c2ccccc2C(=O)/C(=C\Nc2ccc(F)cc2F)S1(=O)=O
57 | 0.1 | -5 | 13 | 98 | 1 | 4 | 13 | 1 | 0.1 | 3 | Cc1ccc(N2CC(C(=O)Nc3ccccn3)CC2=O)cc1 (stereo not given)
